# Screening data from PubChem BioAssay.
# AmpC detergent – blocks E. coli AmpC beta-lactamase in detergent assay. P00811. AmpC hydrolysis of nitrocefin, absorbance 480 nm, 0.01% Triton. Potency, µM (doses to about 114 µM), for inactives: at the highest dose activity change, negative = inhibition, actives largely listed as inhibitors. hit rate 0.041% among 370,000. AID 485294;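 also: potency is read from the fitted curve at half-maximal effect; 0% = no-compound wells and -100% = no-enzyme wells; nearly all actives have a fitted effect of over 25% in size; some results filed as inactive show a strong effect at the top dose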
# Target sequence (P00811 whole entry, looked up): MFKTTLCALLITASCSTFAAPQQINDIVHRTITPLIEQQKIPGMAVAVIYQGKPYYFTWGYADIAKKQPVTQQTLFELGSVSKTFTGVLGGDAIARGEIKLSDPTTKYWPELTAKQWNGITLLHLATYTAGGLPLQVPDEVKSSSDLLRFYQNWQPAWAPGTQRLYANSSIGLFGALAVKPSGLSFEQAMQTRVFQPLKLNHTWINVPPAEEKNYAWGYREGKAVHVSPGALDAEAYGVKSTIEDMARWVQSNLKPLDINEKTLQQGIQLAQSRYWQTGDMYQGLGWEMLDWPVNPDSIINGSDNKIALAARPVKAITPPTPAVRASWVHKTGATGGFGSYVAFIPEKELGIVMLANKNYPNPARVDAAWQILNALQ
#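 AmpC (5.3 nM in the dispensed reagent) in 20 mM phosphate pH 7.0 with 0.01% (detergent screen) or 0.0001% Triton X-100 was preincubated with compounds for 15 min at room temperature. Nitrocefin was then added from an 800 uM solution, and hydrolysis was followed at 480 nm.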
# HCMV inh – blocks human cytomegalovirus replication. AID 1259415. hit rate 4.5% among 410,000. activity change, negative = inhibition, % at 57.5 µM. HFF cells, HCMV-luciferase reporter, 72 h; active compounds read low; in the data active = activity change below about -60%; inconclusive = no clear call, values can overlap the other calls; inactive = above about -39%
#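 Two-dose cell screen: HFF monolayers treated with compounds and infected with luciferase-expressing HCMV at 1 PFU/cell, 72 h at 37C, then lysed for luciferase measurement.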
# FBPA Giardia inh – inhibitors of Giardia lamblia fructose-1,6-bisphosphate aldolase; A8B2U2; purified Giardia FBPA; Potency, µM (top dose mostly 59.6 µM), for the others: at the top dose activity, negative = inhibition, actives largely listed as inhibitors; hit rate 0.71% among 290,000; AID 2451; also: potency is read from the fitted curve at half-maximal effect; nearly all actives have a fitted effect of over 55% in size
# Target sequence (A8B2U2 whole entry, looked up): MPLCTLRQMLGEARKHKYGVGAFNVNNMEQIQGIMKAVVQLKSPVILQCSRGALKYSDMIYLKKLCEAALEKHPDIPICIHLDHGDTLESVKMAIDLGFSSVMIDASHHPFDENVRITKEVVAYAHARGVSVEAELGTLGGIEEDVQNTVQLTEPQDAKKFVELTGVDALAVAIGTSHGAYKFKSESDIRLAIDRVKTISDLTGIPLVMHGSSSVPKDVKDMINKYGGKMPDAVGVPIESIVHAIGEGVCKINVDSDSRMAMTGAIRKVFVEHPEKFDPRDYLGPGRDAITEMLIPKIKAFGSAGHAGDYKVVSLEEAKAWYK
#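 40 nM FBPA preincubated 10 min at RT with compound (up to 57.5 uM final), then substrate plus GAPDH/TPI/NAD/arsenate coupling and diaphorase/resazurin added. Fluorescence read after 20 min at RT, 525/598 nm.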
# Sm TGR block – inhibitors of Schistosoma mansoni thioredoxin glutathione reductase; purified TGR, DTNB reduction, TNB absorbance 405 nm; hit rate 3% among 360,000; Potency, µM (highest dose often 114 µM), for the others: top-dose activity change, negative = inhibition, usual class: inhibitors; Q962Y6; also: potency is read from the fitted curve at half-maximal effect; nearly all actives have a fitted effect of over 60% in size
#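 First, TGR (20 nM dispensed) and NADPH were mixed with compound. Second, a 15 min room-temperature incubation followed. Third, further NADPH and then DTNB were added to start the reaction. Finally, TNB absorbance was monitored kinetically.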
# AMA1-RON2 inh – disrupts binding of P. falciparum AMA1 to RON2. AlphaScreen AMA1-biotinylated RON2 peptide binding. Potency, µM (series often up to 58.2 µM), for the others: at the top dose activity change, negative = inhibition, hits mostly inhibitors. hit rate 0.2% among 360,000;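 also: potency is read from the fitted curve at half-maximal effect; 0% = vehicle wells and -100% = peptide control; nearly all actives have a fitted effect of over 45% in size; some results filed as inactive show a strong effect at the top dose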
#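 AMA1 (3D7) with his tag at 25 nM final met compounds first, then biotinylated RON2 peptide at 25 nM; detection used donor plus acceptor beads, 10 µg/mL apiece, read by AlphaScreen after 30 min at room temperature.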
# AmpC inh no detg – blocks E. coli AmpC beta-lactamase in detergent-free assay; P00811; AmpC nitrocefin hydrolysis, absorbance 480 nm, 0.0001% Triton; hit rate 0.52% among 330,000; Potency, µM (highest dose often 57.1 µM), for inactives: at the highest dose activity change, negative = inhibition, actives largely listed as inhibitors; AID 485341;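 also: potency is read from the fitted curve at half-maximal effect; plate controls were no compound for no effect and no enzyme for full effect; nearly all actives have a fitted effect of over 20% in size; some results filed as inactive show a strong effect at the top dose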
#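 AmpC (5.3 nM in the dispensed reagent) in 20 mM phosphate pH 7.0 with 0.01% (detergent screen) or 0.0001% Triton X-100 was preincubated with compounds for 15 min at room temperature. Nitrocefin was then added from an 800 uM solution, and hydrolysis was followed at 480 nm.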
# Numbers without * were called inactive; u = inconclusive; x = no result given; [ ] = another dose, or the depositor's remark. Unless noted, calls follow the shape of the dose curve; as a rule, active = well fitted curve in the direction sought with a large enough effect; inconclusive = small, poorly fitted or top-dose-only effect, or another doubt; inactive = no such curve, though single readings can be large; an effect the other way counts as inactive or inconclusive. Unless noted, % is scaled to controls: 0 for no effect and ±100 for the full control effect.
no.	SMILES	Sm TGR block	AmpC inh no detg	HCMV inh
1	O=C1c2ccccc2C(=O)N1CCCCCc1nc(-c2ccccc2)no1	1%	25%	-13
2	COc1ccc2oc(C(=O)NCC3CCCO3)c(C)c2c1 (centres undefined)	0%	3%	110
3	COc1cc(NC(=O)COC(=O)CCCC2=NS(=O)(=O)c3ccccc3N2)cc(OC)c1	0%	-30%	-21
4	O=C(CSCc1ccccc1Cl)NCc1ccc(Cl)c(Cl)c1	-7%	x	4
5	COc1ccc(NC(=S)N2CCCC(c3nc4ccc(C)cc4[nH]3)C2)cc1 (centres undefined)	2%	10%	-5
6	CCN(CC)c1nc2ccccc2n(Cc2cccc(OC)c2)c1=O	8%	-7%	1
7	COc1ccc(CNC2CCCc3ccccc32)cc1OC (centres undefined)	-13%	-27%	-11
8	O=C(Nc1cc(S(=O)(=O)N2CCCCCC2)ccc1OCC(F)(F)F)c1cnccn1	-1%	-30%	-13
9	O=C(CCC1CCCC1)Nc1cc(C(F)(F)F)ccc1N1CCOCC1	6%	1%	-9
10	COc1ccc(CNC(=O)C(c2ccc(C)o2)N(C(=O)c2csnn2)c2ccc(C(C)C)cc2)cc1 (centres undefined)	-26%	44%	6
11	CCOC(=O)c1ccc(NC(=O)CSc2nccn2Cc2ccc(OC)cc2)cc1	1%	x	-36
12	CC1=CC2=NC(=O)/C(=C\c3cc(C)n(-c4ccccc4F)c3C)C(=N)N2O1	4%	-22%	5
13	Cn1nc(C(F)(F)F)c(-c2ccccc2)c1NC(=O)c1cccnc1	7%	3%	-1
14	CCCCc1nc(SCC(=O)N2CCCC2)c2c(=O)n(C)c(=O)n(C)c2n1	10%	61%[activator]	x
15	CC(C)c1nnc(N2C(=O)C(O)=C(C(=O)c3cccs3)C2c2ccccc2)s1 (centres undefined)	-26%	0%[2.29 µM]	7

no.	AMA1-RON2 inh	AmpC detergent	FBPA Giardia inh
1	53%[activator]	-6%	-1%
2	-11%	0%	x
3	11%	-2%	x
4	x	11%	x
5	14%	7%	-4%
6	-1%	10%	6%
7	-10%	-6%	-24%
8	0%	-6%	x
9	-17%	-5%	x
10	-9%	0%	-3%
11	x	6%	x
12	24%	-3%	-3%
13	18%	4%	2%
14	-6%	8%	-2%
15	-1%	-2%	u

# Continued.
no.	SMILES	Sm TGR block	AmpC inh no detg	HCMV inh
16	O=C(OCn1nnc2ccccc2c1=O)C1CCN(S(=O)(=O)c2cccs2)CC1	-1%	4%	11
17	CC(=NNC(=O)c1cccs1)c1ccc2c(c1)OCCO2	x	-18%	18
18	CCNc1nc(NCC)nc(SCCOC(=O)c2ccccc2)n1	-4%	-29%	31
19	CCC(=O)N1N=C(c2cccc(NS(C)(=O)=O)c2)CC1c1cccs1 (centres undefined)	-1%	-17%	3
20	O=C(CCl)Nc1cn(-c2ccccc2)nc1-c1ccccc1	18µM*	-16%	-96*
21	Cc1cccc(C)c1NC(=O)[C@@]1(CC(=O)O)CC(/C=C/c2ccccc2)=NO1	5%	-26%	26
22	Cc1cccc(NC(=O)c2ccc(S(=O)(=O)N3CCOCC3)cc2)c1C	2%	-9%	15
23	CCOc1ccc(N2CC(C(=O)Nc3cc(S(=O)(=O)N4CCCCC4)ccc3C)CC2=O)cc1 (centres undefined)	x	37%	5
24	O=C(COc1ccccc1/C=C\c1nc(O)c([N+](=O)[O-])c(=O)[nH]1)Nc1ccccc1	0%	-43%	-27
25	COc1cc(NS(=O)(=O)c2ccc(NC(=O)Cc3ccccc3)cc2)nc(OC)n1	5%	-26%	16
26	CCOC(=O)C1(C(C)(C)CC)CC(CSc2nc3ccccc3[nH]2)OC1=O (centres undefined)	5%	-6%	-11
27	CCOC(=O)CNC(=O)C(CC(C)C)NC(=O)C1CCCCC1 (centres undefined)	0%	1%	4
28	CCC(C)[C@H](NC(=O)C1CC(=O)N(c2ccc(OC)cc2)C1)C(=O)N1CCCCC1 (some centres undefined)	-15%	39%	15
29	CCc1nc(N2CCN(CC(=O)NCC3CCCO3)CC2)c(C#N)c2c1COC(C)(C)C2 (centres undefined)	-19%	115%[activator]	-21
30	Cn1nc(C(C)(C)C)c([N+](=O)[O-])c1C(=O)NC1CCCCC1	2%	-9%	11

no.	AMA1-RON2 inh	AmpC detergent	FBPA Giardia inh
16	-3%	-12%	2%
17	15%	x	x
18	6%	u	5%
19	3%	-11%	4%
20	-5%	4%	-5%
21	8%	-1%	6%
22	-10%	-10%	1%
23	-8%[11.6 µM]	x	x
24	2%	-2%	5%
25	3%	3%	-8%
26	-21%	-14%	u
27	-5%	-3%	6%
28	-3%	-2%	-1%
29	-22%	5%	x
30	6%	7%	x

# The listing continues:
no.	SMILES	Sm TGR block	AmpC inh no detg	HCMV inh
31	COc1ccc(-c2nn(-c3ccccc3)cc2C(=O)N(C)CC(=O)Nc2cccc(F)c2)cc1	1%	-17%	-22
32	COc1ccc(NS(=O)(=O)c2ccc(OC)c(NC(=O)CCC3CCCC3)c2)cc1	-13%	-20%	u
33	O=[N+]([O-])c1cccc(/C=N/n2c(-c3cccnc3)n[nH]c2=S)c1	-18%	-32%	12
34	Cc1cc(C)n(-c2ccc(NC(=O)C3CCCCN3C(=O)c3cccs3)cc2)n1 (centres undefined)	2%	-15%	-23
35	CCS(=O)(=O)N1CCc2cc(C(=O)NCc3ccccc3)ccc21	-3%	x	6
36	COC(=O)c1ccc(N2CCN(C)CC2)c(NC(=O)c2ccc(Br)o2)c1	-1%	5%	7
37	Cc1cc2nc3n(c2cc1C)CC1CC(C(=O)NCc2ccco2)N(C)C31 (centres undefined)	-14%	-1%	20
38	CCCCCCNC(=O)CCNS(=O)(=O)c1ccc(C)cc1	-11%	1%	28
39	COc1ccc(OC)c(S(=O)(=O)Nc2cc3c(C(C)=O)c(C)oc3c3ccccc23)c1	-25%	x	26
40	CCCCc1cc(=O)oc2c(C)c(OCC(=O)N3C[C@H]4C[C@@H](C3)c3cccc(=O)n3C4)ccc12	2%	182%[activator]	-8
41	CNc1nc(-c2ccccc2)[n+](-c2ccc(C)cc2)s1	-34%	-10%	99
42	O=C(/C=C/c1cccc([N+](=O)[O-])c1)N1CCOCC1	-7%	-16%	-13
43	CCn1c(SCC(=O)Nc2cc(C)ccc2F)nnc1-c1ccccc1O	5%	x	-38
44	CC(C)Cn1c(-c2csc3c2CCCC3)n[nH]c1=S	14%	-14%	35
45	CCOCCc1nn2c(=O)cc(COC(=O)CNC(=O)c3ccc(F)cc3)nc2s1	3%	x	6

no.	AMA1-RON2 inh	AmpC detergent	FBPA Giardia inh
31	0%	8%	x
32	-7%[11.6 µM]	u	0%
33	50%[activator]	-9%	-8%
34	-8%	-9%	-1%
35	x	-4%	x
36	-4%	3%	x
37	-1%	5%	0%
38	-8%	-7%	19%
39	x	6%	x
40	-4%	-11%	-1%
41	-25%	0%	13µM*
42	-4%[2.32 µM]	u	4%
43	x	23%	x
44	24%	5%	-1%
45	x	10%	x

# Exported screen by screen: part of the list above
[23] CCOc1ccc(N2CC(C(=O)Nc3cc(S(=O)(=O)N4CCCCC4)ccc3C)CC2=O)cc1 (centres undefined)
[24] O=C(COc1ccccc1/C=C\c1nc(O)c([N+](=O)[O-])c(=O)[nH]1)Nc1ccccc1
[25] COc1cc(NS(=O)(=O)c2ccc(NC(=O)Cc3ccccc3)cc2)nc(OC)n1
[26] CCOC(=O)C1(C(C)(C)CC)CC(CSc2nc3ccccc3[nH]2)OC1=O (centres undefined)

Compound	23	24	25	26
Sm TGR block	x	0%	5%	5%
AmpC inh no detg	37%	-43%	-26%	-6%
HCMV inh	5	-27	16	-11
AMA1-RON2 inh	-8%[11.6 µM]	2%	3%	-21%
AmpC detergent	x	-2%	3%	-14%
FBPA Giardia inh	x	5%	-8%	u

# Following part:
no.	SMILES	Sm TGR block	AmpC inh no detg	HCMV inh
46	C=CCN1CN=C(NS(=O)(=O)c2ccc(NC(C)=O)cc2)NC1	11%	-19%	-20
47	O=C(COC(=O)C1CC2CCCC(C1)C2=O)c1cccc(Br)c1 (centres undefined)	10%	-4%	65
48	CC(C)c1nc2cc(C(=O)NC(C)c3cnn(C)c3)ccc2o1 (centres undefined)	0%	-3%	0
49	CCN(CC)C(=O)[C@H]1C[C@H](CC(=O)NCc2cccc(C(F)(F)F)c2)C(=O)N2CCc3c([nH]c4cc(CCC(=O)N(C)C)ccc34)[C@]12C	x	171%[activator]	-9
50	Cc1nn(-c2ccc(F)cc2)c(Cl)c1C(=O)N(C)CC(=O)Nc1cccc(F)c1	-5%	17%	u
51	COc1cc2cnc(-c3ccccc3)c(-c3cccc(C(F)(F)F)c3)c2cc1OC	0%	5%	-30
52	Cc1cc2c(c(=O)n1C)C(Cc1ccccc1)C(C#N)=C(N)O2 (centres undefined)	u	-12%	15
53	CC(=O)N1CCc2cc(S(=O)(=O)Nc3ccc(C)cc3C)ccc21	13%	-8%	-33
54	O=C(c1c(F)cccc1F)N1CCN(c2ncc(Br)cn2)CC1	0%	11%	3
55	O=C(COC(=O)CSc1ccc2ccccc2c1)NC1CC1	-3%	-9%	-33
56	COc1ccc(C)cc1S(=O)(=O)n1c([N+](=O)[O-])cnc1C	0%	-47%	9
57	CCN(CCCNC(=O)C1CCN(S(=O)(=O)c2c(C)[nH]c(=O)[nH]c2=O)CC1)c1cccc(C)c1	5%	2%	x
58	CCNC(=O)c1ccc(NC(=O)CC2SC(N3CCCCC3)=NC2=O)cc1 (centres undefined)	2%	-11%	28
59	CCOC(=O)C1=C(N)OC2=C(C(=O)CCC2)C1c1sccc1C (centres undefined)	3%	-21%	8
60	CCOP(=O)(OCC)c1ccccc1OCP(C)(=O)COc1ccccc1P(=O)(OCC)OCC	8%	61%[activator]	x
61	Cc1ccc(NC(=O)N2CCCC2C(=O)NCc2ccc3c(c2)OCO3)cc1 (centres undefined)	-10%	-1%	6
62	CCC(C)Oc1nc2ccccc2nc1NS(=O)(=O)c1ccccc1 (centres undefined)	9%	-10%	10
63	COc1ccccc1Nc1nc(C)cc(C)c1C(N)=O	-5%	-24%	36

no.	AMA1-RON2 inh	AmpC detergent	FBPA Giardia inh
46	-6%	1%	6%
47	-8%	u	x
48	0%	-15%	x
49	-4%	x	x
50	-8%	-13%	x
51	-9%	2%	x
52	6%	1%	-28%
53	-2%	-18%	15%
54	6%	3%	3%
55	12%[11.6 µM]	4%	0%
56	-3%	u	-15%
57	6%	2%	0%
58	-10%	-2%	x
59	1%	u	-10%
60	3%	0%	14%
61	-12%	-2%	-3%
62	3%	-8%	18%
63	14%	u	3%

# Look-ups from the results shown.
# COc1ccc(C)cc1S(=O)(=O)n1c([N+](=O)[O-])cnc1C | Sm TGR block: 0%
# CCOP(=O)(OCC)c1ccccc1OCP(C)(=O)COc1ccccc1P(=O)(OCC)OCC | AmpC inh no detg: 61%[activator]
